# LYP act: activators of human LYP (PTPN22) phosphatase. activation, % at 2 µM. Q9Y2R2. AID 697. recombinant LYP, DiFMUP fluorescence; 0 = plate median, 100 = signal doubled. actives 0.11% (n = 96,000);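 active = activation at 2 µM above a set limit, the mean plus 5 SD, cut at about 37% in these data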
# PostGolgi ctrl: yeast control strain growth, post-Golgi counter-screen; AID 738; inhibition, % at 10 µM; actives 5% (n = 98,000); efflux-deficient yeast background strain, growth absorbance A615, 16 h
# EphB4 antag: EphB4-ephrin-B2 interaction antagonism; inhibition, % at 7 µM; AID 720; EphB4 LBD / TNYL-RAW-Alexa532 peptide, fluorescence polarization; P54760; actives 0.15% (n = 97,000);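 active = inhibition above the screen-wide mean inhibition plus 3 SD, cut at about 15% in these data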;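 note: 0% = DMSO wells and 100% = excess unlabeled TNYL-RAW peptide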
# Target sequence (P54760 whole entry, looked up, the tested form may be a part): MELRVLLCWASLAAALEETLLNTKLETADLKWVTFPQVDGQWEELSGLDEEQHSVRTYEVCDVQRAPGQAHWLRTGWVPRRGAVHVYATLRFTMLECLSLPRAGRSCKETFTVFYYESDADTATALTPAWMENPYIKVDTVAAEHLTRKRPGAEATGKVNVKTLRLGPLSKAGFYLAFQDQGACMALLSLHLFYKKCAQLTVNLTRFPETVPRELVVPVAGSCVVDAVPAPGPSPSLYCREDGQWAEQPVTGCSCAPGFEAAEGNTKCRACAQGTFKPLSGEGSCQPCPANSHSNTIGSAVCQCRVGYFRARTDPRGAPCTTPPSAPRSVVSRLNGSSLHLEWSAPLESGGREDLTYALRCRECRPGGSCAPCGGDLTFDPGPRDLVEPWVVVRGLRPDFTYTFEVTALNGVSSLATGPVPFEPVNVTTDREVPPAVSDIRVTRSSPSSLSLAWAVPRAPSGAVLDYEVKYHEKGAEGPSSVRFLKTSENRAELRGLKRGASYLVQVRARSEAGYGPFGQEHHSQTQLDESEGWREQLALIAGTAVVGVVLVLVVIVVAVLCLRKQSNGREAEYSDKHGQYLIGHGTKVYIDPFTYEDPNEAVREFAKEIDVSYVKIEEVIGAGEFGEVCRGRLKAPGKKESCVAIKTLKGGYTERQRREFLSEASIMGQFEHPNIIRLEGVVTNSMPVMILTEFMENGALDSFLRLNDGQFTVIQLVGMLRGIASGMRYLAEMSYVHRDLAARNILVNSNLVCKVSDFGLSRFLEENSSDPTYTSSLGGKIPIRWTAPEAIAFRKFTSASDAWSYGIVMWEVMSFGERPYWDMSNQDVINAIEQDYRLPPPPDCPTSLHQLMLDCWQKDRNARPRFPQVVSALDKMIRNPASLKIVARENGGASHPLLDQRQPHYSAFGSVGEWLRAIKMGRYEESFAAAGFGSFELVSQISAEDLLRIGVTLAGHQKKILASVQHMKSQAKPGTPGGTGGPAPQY
# S1P2 blocker: blocks the human S1P2 receptor. cell-based S1P2 antagonist assay, inhibition at 5 uM. inhibition, % at 5 µM. actives 0.21% (n = 97,000); in the data active = inhibition above about 45%;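 note: CRE beta-lactamase reporter cells expressing human S1P2 stimulated with S1P; 0% = agonist at EC80 alone and 100% = agonist plus reference antagonist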
# PostGolgi yeast: growth inhibition of a yeast mutant, post-Golgi transport screen; post-Golgi transport phenotypic cell assay; inhibition, % at 10 µM; actives 0.9% (n = 98,000);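 note: yeast cells grown in 1536-well plates; yeast grown about 18 h at 30C before absorbance read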
# FAK inh: inhibitors of human focal adhesion kinase. Q05397. biochemical FAK kinase activity assay. inhibition, %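 (tested at 7 µM)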. actives 0.84% (n = 97,000); in the data active = inhibition above about 19%;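 note: 0% = DMSO and 100% = reference compound high control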
# HIV Rev-RRE inh: HIV Rev-RRE protein-RNA interaction inhibition | P05866 | Rev peptide-RRE RNA binding, FRET | actives 0.79% (n = 97,000) | inhibition, % at 8 µM;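 active = inhibition above the screen-wide mean plus 3 SD, cut at about 35% in these data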;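 note: 0% = median DMSO wells and 100% = median Neomycin B control wells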
# Target sequence (P05866 whole entry, looked up): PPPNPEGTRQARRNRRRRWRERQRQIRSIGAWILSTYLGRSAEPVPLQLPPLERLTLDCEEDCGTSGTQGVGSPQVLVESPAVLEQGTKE
#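 Assay system: labelled RRE RNA duplex and labelled Rev peptide / Medium: HEPES pH 7.5 salt buffer with EDTA / Reagent: labelled Rev peptide / Schedule: 5 + 15 min at 25 °C / Signal: FRET, excitation 480 nm, emission 540 nm donor and 671 nm acceptor / Benchmarks: DMSO and neomycin B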
# PTPN22 inh 2: inhibitors of human LYP (PTPN22) phosphatase; recombinant LYP catalytic domain, DiFMUP fluorescence; actives 0.21% (n = 96,000); inhibition, % at 2 µM; Q9Y2R2; AID 640;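 active = inhibition at 2 µM at or above a set limit, the screen mean plus 3 SD, cut at about 24% in these data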;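 note: 0% = DMSO with enzyme and 100% = enzyme fully blocked by orthovanadate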
# S1P2 ag: agonists of human S1P2 receptor; AID 729; S1P2-expressing cell line, agonist reporter read-out; activation, % at 4.5 µM; actives 0.46% (n = 97,000); in the data active = activation above about 16%;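 note: 0% = vehicle low control and 100% = maximal reference agonist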
# The depositor's hits bear a star; / = not tested or not shown. Cut-off read from the data, not from the text of the source, unless noted: active = inhibition above about 30%; inactive = the rest.
SMILES,LYP act,PostGolgi ctrl,EphB4 antag,S1P2 blocker,PostGolgi yeast,FAK inh,HIV Rev-RRE inh,PTPN22 inh 2,S1P2 ag
COCCSc1nnc(NC(=O)C(C)(C)C)s1,8,2,-12,1,-8,1,6,-6,-3
O=C(OCCCN1CCCC1)C1(c2ccccc2)CCCC1,-7,-1,1,2,17,-1,1,10,-3
CS(=O)(=O)N(CCc1ccccc1)CC(=O)NCC1CCCO1 (stereo not drawn),4,12,-3,-16,-3,6,1,-8,1
O=C1c2cccc3c([N+](=O)[O-])ccc(c23)C(=O)N1c1ccc(Cl)cn1,-2,19,-2,71*,68*,4,69*,5,4
C/C(=N\O)c1ccc2c3c([nH]c2c1)CCCC3,-5,24,-4,1,11,7,6,3,-6
CC(=O)c1ccc(N2CCCCCC2)c(F)c1,-9,5,0,20,-7,2,9,7,-6
CC1CN(CCc2ccccc2)c2nc3c(c(=O)[nH]c(=O)n3C)n2C1 (stereo not drawn),7,7,7,-4,19,-1,3,-8,-7
CCCC(C)NC(=O)COC(=O)c1ccc(Cl)c(S(N)(=O)=O)c1 (stereo not drawn),2,14,1,-12,4,-1,8,-3,-3
O=C(CCCOc1ccc(Cl)cc1Cl)Nc1ccncc1,-5,61*,5,6,25,-1,12,5,-3
CCOC(=O)C1=C(C)N(C)C(=O)C1CC(=O)O (stereo not drawn),-4,1,2,4,-1,3,7,3,-4
CC(C)NC(=O)NC(=O)CSc1nncn1C,-5,0,-2,-3,0,-1,12,8,-1
COc1ccccc1N1CCN(C(=O)c2cnn3cccnc23)CC1,8,-2,0,-18,2,0,7,-10,-3

# Results in S1P2 ag and EphB4 antag (3 entries from above):
SMILES	S1P2 ag	EphB4 antag
O=C(CCCOc1ccc(Cl)cc1Cl)Nc1ccncc1	-3	5
CCOC(=O)C1=C(C)N(C)C(=O)C1CC(=O)O (stereo not drawn)	-4	2
CC(C)NC(=O)NC(=O)CSc1nncn1C	-1	-2

# Additional entries follow.
SMILES,LYP act,PostGolgi ctrl,EphB4 antag,S1P2 blocker,PostGolgi yeast,FAK inh,HIV Rev-RRE inh,PTPN22 inh 2,S1P2 ag
COc1cccc(/C=N/NC(=O)CC2C(=O)NN=C2C)c1O (stereo not drawn),7,3,-3,-26,4,-1,3,-5,-3
O=c1c2ccccc2nc(-c2ccc(Cl)c(Cl)c2)n1O,-5,-19,-2,2,-12,-2,5,5,-3
COc1ccc(-c2cc(C(F)(F)F)nc(SCC(=O)N3CC(C)OC(C)C3)n2)cc1OC (stereo not drawn),-7,13,-8,-16,-10,-3,-1,4,-2
CC(=O)C1=C(C)NC(C)=C(C(C)=O)C1c1cn(-c2ccccc2)nc1-c1cccs1,-4,/,4,9,/,5,2,4,-9
CC(C)C(NC(=O)COc1ccccc1)C(=O)O (stereo not drawn),27,1,-2,-7,26,1,3,-29,-5
COC(=O)CC/C(O)=C1/C(=N)CC(C)(C)CC1=O,2,2,1,-8,22,1,4,-3,-2
CSCCC(NS(=O)(=O)/C=C/c1ccccc1)C(=O)N1CCC(C)CC1 (stereo not drawn),-6,24,4,14,2,-5,5,5,-9
Cc1ccc(CCC(=O)Nc2nccs2)o1,-8,7,2,5,4,2,4,8,-6
CCn1c(=O)cc(SCC(=O)NCC2CCCO2)c2ccccc21 (stereo not drawn),9,11,-6,-30,-2,-4,1,-11,-1
COc1cccc(C2C(=O)N(C3CCCCC3)CC(=O)N2Cc2ccc(F)cc2)c1 (stereo not drawn),11,6,8,-12,-10,1,6,-11,1
Cc1cccc(C)c1NC(=O)CSCC(=O)c1ccc(O)c(O)c1,3,-2,3,27,4,7,2,-6,-5
O=C(NCCCN1CCOCC1)C1(c2ccccc2)CCOCC1,-2,4,-1,0,3,-6,2,1,-9
Cc1onc(-c2ccccc2Cl)c1C(=O)N1CC(C)OC(C)C1 (stereo not drawn),-1,6,6,-10,8,0,6,0,-3
O=c1[nH]c(=S)[nH]nc1Cc1ccccc1,4,0,-6,-1,-3,-4,3,-6,-2
OC(COc1c(F)cc(Br)cc1F)CN1CCN(c2ccc(F)cc2)CC1 (stereo not drawn),20,47*,0,-15,33*,2,13,-20,-6
Cc1[nH]c2ccccc2c1CCC(N)=O,3,2,2,19,-7,4,6,-5,-2
CC1(C)Oc2ccc(C(=O)N3CCCCC3)cc2N(CC(=O)NCc2ccccc2)C1=O,-3,5,5,10,-5,0,3,1,-5
COc1ccc(C2C(C(N)=O)=C(C)Nc3nc(-c4ccccc4OC)nn32)cc1OC (stereo not drawn),-8,15,0,17,-15,0,13,8,-5
C=CCn1c(SCC(=O)c2c(N)n(C)c(=O)n(C)c2=O)nc2sc(CC)cc2c1=O,0,8,-6,2,9,-2,4,5,-6
CC(C)NC(=O)C1CCN(C(=O)C(C(=O)c2ccccc2)n2cc(Cl)ccc2=O)CC1 (stereo not drawn),11,-11,-3,20,-6,-2,5,-16,-8
O=C(CCc1ccccc1)Nc1ncc2c(n1)CCCC2=O,-8,15,-3,6,7,-6,1,5,-9
COc1ccc(CCNC(=O)C(=O)NCc2ccccc2)cc1OC,-8,1,1,-1,17,4,0,11,-1
CCOc1ccccc1NC(=O)C1CCN(C(=O)NCc2ccccc2)CC1,9,/,3,-12,/,0,1,-6,-4
CCO/N=C(/c1nonc1N)N1CCN(c2ccc([N+](=O)[O-])cc2)CC1,-3,4,1,-4,15,-1,-6,2,-5
O=C(CCCN1C(=O)c2ccccc2C1=O)NCCCN1CCOCC1,-3,19,-6,-17,-1,0,4,1,-4
COc1ccccc1N1CCN(C(=O)c2cc3c(s2)CCC3)CC1,-16,9,-3,-33,-2,8,-4,17,-3
COc1ccc(CNC(=O)C2CCCN2S(=O)(=O)c2ccccc2)cc1 (stereo not drawn),2,-2,0,-2,-10,1,5,-4,0
O=C(O)CCNS(=O)(=O)c1ccc2ccccc2c1,2,13,1,4,6,0,5,0,-3
COc1cccc(/C=c2/s/c(=C(\C#N)C(=O)N3CCOCC3)n(-c3ccccc3)c2=O)c1,11,-4,0,11,8,-5,-2,-6,-3
CC(C)NC(=O)c1cc(-c2cccs2)on1,-5,-9,7,22,0,0,8,6,-5
Cc1nc(C)c(C(=O)C2=C(O)C(=O)N(CCCn3ccnc3)C2c2ccc(Cl)cc2)s1 (stereo not drawn),-7,0,-9,1,-4,-9,3,4,-5
Cc1cccc2cc(C(c3nnnn3Cc3ccccc3)N3CCCc4ccccc43)c(=O)[nH]c12 (stereo not drawn),3,12,15,10,-16,-3,22,-4,-5
COc1ccc(C)cc1NC(=O)C1CCCN1S(=O)(=O)c1ccc2c(c1)CCC(=O)N2 (stereo not drawn),0,-2,-2,7,-1,2,2,-3,-5
COc1ccc2ccccc2c1C1CC(=O)N2CN(C3CCCCC3)CSC2=C1C#N (stereo not drawn),-6,6,4,12,-8,1,5,4,-8
COc1cccc(OCC(=O)N(Cc2nc(-c3ccc(Cl)cc3)no2)C(C)C)c1,3,54*,-6,-13,10,0,4,-4,1
CCOC(=O)NCC(C)(C)CNC(=O)OCC,-2,0,2,13,3,3,4,5,-2
O=C(C1CCCO1)N1CCc2ccccc21 (stereo not drawn),-6,4,2,11,4,-4,4,8,-1
CC1=CC(=C2C(=O)c3ccccc3C2=O)C=C(C)N1C,4,18,-8,6,-3,1,7,-6,-6
CCCSc1cc(N2CCOCC2)nc(-c2ccccc2Cl)n1,-9,17,9,-5,-6,2,10,7,-1
Cc1n[nH]c(C)c1CCCOc1ccccc1,-3,4,1,3,0,50*,1,2,-3
Cc1ccccc1-c1nnc(SCC(=O)NCc2ccc3c(c2)OCO3)n1C,8,13,10,14,0,2,2,-5,-7
CCCCOc1ccc(C(=O)N/C(=C\c2ccc(OC)cc2)C(=O)OCc2ccco2)cc1,0,21,-5,-23,-3,-7,1,3,-6
Cc1ccc(NC(=O)c2ccc(-n3cccn3)c([N+](=O)[O-])c2)cc1,-5,10,-1,-5,-9,3,-2,8,-4
O=C(COC(=O)c1ccc(S(=O)(=O)Nc2ccccc2)cc1)NCc1ccco1,-5,-1,0,4,-4,-3,3,4,-5
COc1cc(C(C)=O)ccc1OCC(O)CN1CCN(S(=O)(=O)c2ccccc2)CC1 (stereo not drawn),-6,3,12,16,-1,0,7,5,-3
C#CCNc1nc(C)nc2c1nnn2Cc1ccccc1F,2,19,-4,-6,3,-2,5,-3,7
COc1ccc(NC(=O)CSc2nc(O)c(Cc3ccccc3)c(=O)[nH]2)cc1,3,1,-6,17,2,-8,-1,-4,-8
O=C1/C(=N\O)Cc2ccccc21,-2,12,5,22,-10,10,9,-1,-10

# Nothing new here: an excerpt of the list.
SMILES,LYP act,PostGolgi ctrl,EphB4 antag,S1P2 blocker,PostGolgi yeast,FAK inh,HIV Rev-RRE inh,PTPN22 inh 2,S1P2 ag
O=C(C1CCCO1)N1CCc2ccccc21 (stereo not drawn),-6,4,2,11,4,-4,4,8,-1
CC1=CC(=C2C(=O)c3ccccc3C2=O)C=C(C)N1C,4,18,-8,6,-3,1,7,-6,-6
CCCSc1cc(N2CCOCC2)nc(-c2ccccc2Cl)n1,-9,17,9,-5,-6,2,10,7,-1
Cc1n[nH]c(C)c1CCCOc1ccccc1,-3,4,1,3,0,50*,1,2,-3
Cc1ccccc1-c1nnc(SCC(=O)NCc2ccc3c(c2)OCO3)n1C,8,13,10,14,0,2,2,-5,-7

# Next compounds:
SMILES,LYP act,PostGolgi ctrl,EphB4 antag,S1P2 blocker,PostGolgi yeast,FAK inh,HIV Rev-RRE inh,PTPN22 inh 2,S1P2 ag
CCCCNC(=O)C1CCCN1C(=O)Nc1ccccc1 (stereo not drawn),8,/,-3,-7,/,-1,1,-12,-4
CC(C)CC(NS(=O)(=O)c1ccccc1)C(=O)O (stereo not drawn),8,-6,15,7,-2,-1,9,-7,-8
CCOC(=O)C1=C(C)OC(N)=C(C#N)C1c1cc(F)ccc1F (stereo not drawn),3,6,3,7,1,-1,8,-2,-4
Fc1ccccc1/C=N/Nc1nn[nH]n1,0,3,9,15,-2,-2,9,-2,-1
CC(C(=O)Nc1nc2ccccc2[nH]1)N1C(=O)C2CC=CCC2C1=O (stereo not drawn),5,25,4,14,2,-3,9,-6,-6
C(=N\n1cnnc1)/c1nc2ccccc2[nH]1,3,12,-3,-10,-2,1,7,-1,1
CCN1CCN(CC(=O)Nc2ccccc2)C(=O)C1=O,2,4,7,18,-6,4,11,-5,-12
CCOC(=O)c1cc(CC)sc1NC(=O)c1ccc2c(c1)OCCO2,-1,20,-1,-59,8,1,11,-2,3
CCN(CC)C(=O)c1ccc(C)c(Br)c1,-1,7,-1,9,1,-1,4,-2,-3
COc1ccc(OC)c(S(=O)(=O)N(C)CC(=O)N2CCN(c3ccccc3)CC2)c1,27,19,-5,6,4,1,1,-29,-3
CCC(C)Nc1nc(-c2ccc3c(c2)NC(=O)CO3)cs1 (stereo not drawn),10,15,-4,2,3,-4,-3,-6,-4
CCCCN(CC)C(=O)Cc1cn(C)c2ccccc12,12,9,1,-2,1,0,-4,-12,-2
COc1cccc(CNc2ccc3c(c2)CCC3)c1,9,11,3,7,1,-1,8,-9,-4
COc1ccccc1OCCSc1nnnn1C1CCCCC1,-5,/,1,-4,/,1,15,8,-5
CCCn1c(-c2ccc(F)cc2)cnc1SCC(=O)O,-3,7,-3,17,0,-3,6,2,-3
c1ccc(-c2ccnc3nc(-n4cccc4)nn23)cc1,-6,-7,-3,12,-2,1,-3,10,-3
CC(=O)OC1COC(n2ccc3ccccc32)C(OC(C)=O)C1OC(C)=O (stereo not drawn),-6,-11,-8,-9,5,-2,-3,10,-5
Cc1n[nH]c(=O)nc1NCc1ccccc1,0,1,-2,3,7,0,4,0,-4
CS(=O)(=O)N(CC(N)=O)c1ccc(F)c(Cl)c1,2,-5,-5,-4,-3,2,6,-6,-2
COc1ccc(NS(=O)(=O)c2ccc(NC(C)=O)cc2)cc1OC,5,6,-5,29,4,2,6,-7,0

# Source: PubChem (several laboratories)

# No enrichment for hits; 7% or so of the library scored in one or more.
